# Screening data as filed in PubChem BioAssay.
# LMNA splice mod: modulators of lamin A splicing; HeLa LMNA splicing GFP/RFP minigene ratio, 48 h; Potency, µM (doses to about 46.1 µM), for the others: top-dose ratio change, negative = inhibition, hits mostly inhibitors; 200,000 tested, 0.01% active; active = well fitted inhibition curve with a large enough effect in the signal ratio, with a control signal flat, not every such curve was filed as active; inconclusive = small, poorly fitted or top-dose-only effect, or effect the other way, or a change in a side signal; the % refers to the signal ratio; note: potency is the fitted concentration of half-maximal effect; % is set by controls: 0 for no effect and ±100 for the full control effect
#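 S3 HeLa cells stably expressing lamin A-EGFP splicing minigene plus DsRed2, 600 cells/well, 48 h compound exposure at 37C. Laser-scanning cytometry; analysed as GFP (500-530 nm)/RFP (575-640 nm) total intensity ratio; 0.5% DMSO vehicle.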
# HTT aggregate: inhibitors of mutant huntingtin aggregate formation in PC12 cells; 220,000 tested, 1.1% active; AID 1688; Potency, µM (titrated, usually from 46.1 µM), without a hit: at the highest dose activity change, negative = inhibition, most hits filed as inhibitors; PC12 HttQ103-GFP aggregates, Acumen cytometry, 40 h; note: potency is the fitted concentration of half-maximal effect; % is set by controls: 0 for no effect and ±100 for the full control effect; nearly all actives have a fitted effect of over 60% in size
#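 Huntingtin Q103 exon 1–GFP aggregates in induced PC12 cells (100 nM tebufenozide) were quantified by cytometry from lysates, with compounds dosed in titration.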
# CBFb RUNX1 block: blocks binding between human CBF-beta and RUNX1. Q01196+Q13951. AlphaScreen CBFb-His/RUNX1-biotin binding, biochemical. Potency, µM (doses to about 59.8 µM), for the others: top-dose activity, negative = inhibition, most hits filed as inhibitors. 230,000 tested, under 10 active. AID 1477; note: % of control where 0% means no effect
# Target sequence (Q01196 whole entry, looked up): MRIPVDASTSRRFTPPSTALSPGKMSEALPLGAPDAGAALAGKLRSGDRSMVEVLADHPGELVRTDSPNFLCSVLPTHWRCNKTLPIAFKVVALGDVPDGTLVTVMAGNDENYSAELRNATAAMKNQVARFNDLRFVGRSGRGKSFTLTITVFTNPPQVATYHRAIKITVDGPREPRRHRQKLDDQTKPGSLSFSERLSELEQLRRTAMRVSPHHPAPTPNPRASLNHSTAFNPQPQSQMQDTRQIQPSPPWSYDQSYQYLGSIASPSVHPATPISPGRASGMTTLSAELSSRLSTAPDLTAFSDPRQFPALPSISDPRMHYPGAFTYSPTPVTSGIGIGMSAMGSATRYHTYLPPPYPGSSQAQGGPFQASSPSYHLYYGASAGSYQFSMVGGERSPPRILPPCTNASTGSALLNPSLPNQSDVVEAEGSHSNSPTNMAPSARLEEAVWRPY
# Target sequence (Q13951 whole entry, looked up): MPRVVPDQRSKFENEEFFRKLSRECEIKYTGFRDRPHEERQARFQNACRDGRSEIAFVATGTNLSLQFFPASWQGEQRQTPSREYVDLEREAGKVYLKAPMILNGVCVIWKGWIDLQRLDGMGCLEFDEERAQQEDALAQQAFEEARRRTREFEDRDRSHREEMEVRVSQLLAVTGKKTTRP
#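 CBFb-His/RUNX1-biotin, 30 nM each, preincubated 20 min RT; compound 15 min RT; Ni + streptavidin beads 50 ng each, 90 min RT; AlphaScreen read.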
# aGlu spleen mod: inhibits or activates alpha-glucosidase in human spleen homogenate; P10253; human spleen homogenate, 4-MU-alpha-glucoside fluorescence; Potency, µM (top dose mostly 79.9 µM), for the others: at the top dose activity change, negative = inhibition, actives largely listed as inhibitors; 240,000 tested, 0.006% active; AID 2112;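 note: potency is the fitted concentration of half-maximal effect; 0% = enzyme with vehicle and -100% = no enzyme basal signal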
#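 Compounds were titrated against alpha-glucosidase in spleen homogenate at pH 5.0, with 1 mM 4-methylumbelliferyl substrate for 40 min at 37 C. Reactions were quenched with pH 10 NaOH/glycine and fluorescence measured.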
# GAA inh: blocks human lysosomal alpha-glucosidase; P10253; purified human GAA, 4-MU-alpha-glucoside fluorescence; Potency, µM (highest dose often 76.9 µM), inactives show top-dose activity change, negative = inhibition, most hits filed as inhibitors; 200,000 tested, 0.005% active; AID 1466;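 note: potency is the fitted concentration of half-maximal effect; plate controls were uninhibited enzyme wells for no effect and no-enzyme background for full effect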
#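 qHTS format, compound range up to 77 uM. Human lysosomal enzyme at 4 nM, 400 uM 4-MU glucoside substrate, pH 5.0, 20 min room temperature; fluorescence after alkaline stop gives activity normalized to controls.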
# HTT cytoprotect: protects HTT-Q103 PC12 cells, measured by ATP; PC12 HTT-Q103 induced, cytoprotection, ATP luminescence, 40 h; 230,000 tested, 0.14% active; Potency, µM (top dose mostly 56.4 µM), without a hit: cytoprotection (ATP increase), usual class: activators; AID 1471;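 note: potency is the fitted concentration of half-maximal effect; % of control where 0% means no effect; nearly all actives have a fitted effect of over 45% in size; toxic huntingtin expression switched on by the ecdysone agonist tebufenozide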
#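 Huntington model: PC12 line, ecdysone-inducible HTTQ103 exon1–GFP, tebufenozide 100 nM. Test articles in a dose series. Endpoint luminescence from cellular ATP.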
# GAA glycogen mod: GAA glycogen-cleavage inhibition or activation | AID 2100 | recombinant GAA, glycogen substrate, Amplex Red glucose oxidase fluorescence | Potency, µM (series often up to 76.4 µM), inactives show at the highest dose activity change, negative = inhibition, hits mostly inhibitors | 300,000 tested, 0.38% active;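 note: potency is the fitted concentration of half-maximal effect; 0% = full enzyme reaction and -100% = no-enzyme basal signal; the screen sought inhibitors and activators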
#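 Recombinant enzyme (4 nM final) with compounds titrated up to 77 uM and bovine liver glycogen (30 ug) in citrate pH 5.0, 0.01% Tween-20, 37 C 40 min. Released glucose detected by Amplex Red/glucose oxidase (Ex 573/Em 610); AC50 from Hill fits.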
# * = called active by the depositor; ? = inconclusive; nt = not tested or not shown; & = joins results of further samples; [ ] = dose if it differs, or a comment. Unless noted, calls come from the whole dose curve; as a rule, active = well fitted curve in the direction sought with a large enough effect; inconclusive = small, poorly fitted or top-dose-only effect, or another doubt; inactive = no such curve, though single readings can be large; an effect the other way counts as inactive or inconclusive.
Structure	HTT aggregate	LMNA splice mod	aGlu spleen mod	GAA inh	CBFb RUNX1 block	HTT cytoprotect	GAA glycogen mod
COc1ccc(CCNC(=O)COC(=O)c2ccco2)cc1OC	-5%	5%	8%	2%	9%	-13%[10 µM]	3%
CS(=O)(=O)N(CC(=O)N1CCCCC1)c1sc2c(c1C#N)CCCC2	-10%	-3%	2%	-10%	5%	5%[10 µM]	-1%
CCC(=O)Nc1cccc(-n2nnnc2SCC(=O)N(C(C)C)C(C)C)c1	7%[9.22 µM]	18%[46 µM]	4%	13%	7%	31%[10 µM]	17%
Cc1ccc2[nH]c(=O)c(CN(CCO)C(=O)NCc3ccccc3)cc2c1	?	-7%	0%	-3%	5%	3%	1%
COC(=O)CCC(=O)NC(=S)Nc1cc(Cl)ccc1Cl	17%	12%	2%	?	2%	10%	2%
CCCCN(C(=O)NC(=O)Nc1ccc(C)cn1)S(C)(=O)=O	21%	-10%	-2%	-7%	0%	36%[10 µM]	-2%
CC(CCc1ccccc1)NCC(O)COc1ccccc1 (stereo not drawn)	15%	5%[46 µM]	-7%	-5%	-1%	-23%[10 µM]	4%
CO/N=C(\Cn1ncc(N2CCOCC2)c(Br)c1=O)c1ccc(Cl)cc1	-3%	nt	2%	2%	12%	-18%	-4%
COc1ccc(CC(=O)Nc2cc(S(=O)(=O)N3CCCCC3)ccc2C)cc1OC	?	nt	3%	-2%	-1%	-47%[inhibitor]	5%
COc1cc(CO)cc(Br)c1OCC(=O)Nc1cccc2ccccc12	9%	nt	2%	-1%	9%	nt	4%
CCNC(=S)N/N=C1\C(=O)c2cccc3cccc1c23	19%	2%	-1%	-8%	4%	36%	-3%
COc1ccc(CNC(NC(=O)c2ccccc2)(C(F)(F)F)C(F)(F)F)cc1	-17%	-14%	-1%	?	-5%	-16%[10 µM]	-6%
O=C(Nc1nccs1)c1cccc(NC(=O)C(F)(F)F)c1	-24%[9.22 µM]	nt	4%	nt	-15%	2%[10 µM]	1%
COc1ccc(CNC(=O)COC(=O)c2cc(-c3ccco3)nc3ccccc23)cc1	6%	24%	-16%	8%	nt	-9%	-5%
O=C1CC(NC23CC4CC(CC(C4)C2)C3)C(=O)N1c1ccc2c(c1)OCO2 (stereo not drawn)	-3%	14%	1%	5%	11%	26%	-6%

# Remaining list, next part:
Structure	HTT aggregate	LMNA splice mod	aGlu spleen mod	GAA inh	CBFb RUNX1 block	HTT cytoprotect	GAA glycogen mod
COc1ccc(-c2[nH]nc3c2C(c2ccc(OC(=O)N4CCOCC4)cc2)C(C#N)=C(N)O3)cc1 (stereo not drawn)	4%	?	-2%	?	7%	-29%	7%
COc1ccc2[nH]cc(CCNc3nc(-c4ccc(N(C)C)cc4)nc4ccccc34)c2c1	nt	?	2%	nt	nt	-83%[inhibitor]	nt
Cc1c(NN=C(C#N)C#N)c(=O)n(-c2ccccc2)n1C	-17%	-16%[46 µM]	9%	-3%	4%	-16%	?
COc1ccccc1N1CCN(C(=O)CSc2nc(C)c(C)c(=O)[nH]2)CC1	?	11%[46 µM]	1%	-1%	1%	-31%	-7%
O=C(Cn1nc(Cc2cccnc2)c2ccccc2c1=O)NCC1COc2ccccc2O1 (stereo not drawn)	-1%	2%	3%	-5%	-2%	-10%	-9%
Oc1ccccc1N1CCN(c2ncnc3sc(-c4ccccc4)cc23)CC1	6%[9.22 µM]	nt	2%	nt	-2%	0%[10 µM]	?
CC1CN(CC(O)COC2CCC(C(C)(C)C)CC2)CC(C)O1 (stereo not drawn)	4%	-10%[46 µM]	-7%	0%	6%	-49%[inhibitor]	-7%
Cc1ccc(CNC(=O)CCCc2nc3ccccc3s2)cc1	-8%	7%	7%	1%	-7%	-7%[10 µM]	12%
CC(C)(O/N=C(\C(=O)N[C@@H]1C(=O)N2C(C(=O)[O-])=C(C[n+]3ccccc3)CS[C@@H]12)c1csc(N)n1)C(=O)O	15%[20.6 µM]	?	4%[29.1 µM]	nt	-3%[21.7 µM]	-12%[40.3 µM]	nt
Cc1ccccc1C(=O)Nc1ccc(N2CCN(C)CC2)nc1	5%	15%[46 µM]	3%	2%	-5%	-1%[10 µM]	7%
CN(C)c1ccc(/C=N/NC(=O)c2ccccn2)cc1	10%[9.22 µM]	nt	3%	nt	2%	-27%[10 µM]	?
Cc1sc(/N=C/c2ccccc2O)c(C#N)c1C	1%	-1%	-1%	2%	5%	?	-26%
COc1ccc(Cl)cc1-c1nc(SCC(=O)NC(C)C)n[nH]1	13%	12%[46 µM]	-1%	1%	16%	3%[10 µM]	7%
CCn1c(C(C)NC(=O)c2cccs2)n[nH]c1=S (stereo not drawn)	10%	12%	1%	2%	-4%	41%[10 µM]	-1%
Cc1ccc(C)c(N2CCN(C(=O)c3csc(C)c3C)CC2)c1	-21%	?	-14%	0%	1%	19%[0.074 µM]	-2%

# Next part
Structure	HTT aggregate	LMNA splice mod	aGlu spleen mod	GAA inh	CBFb RUNX1 block	HTT cytoprotect	GAA glycogen mod
COC(=O)CCCC1=CC2=CC(=O)C(C)(OC(=O)c3cccs3)C(=O)C2=CN1Cc1ccco1 (stereo not drawn)	-26%[9.22 µM]	-17%[9.22 µM]	-1%[17.4 µM]	nt	?	3%&5%[10 µM]	7%
COc1ccc(Nc2nc3ccc(C)cn3c(=O)c2/C=N/O)cc1	11%	-26%[46 µM]	-2%	-3%	-2%	-26%	-2%
Cc1cccc(C)c1NC(=O)C(c1ccccc1)N1CCOCC1 (stereo not drawn)	-32%	-13%	-6%	1%	8%	26%[10 µM]	6%
C=CC1=C2C=C(C3CC3)N(C3CC3)C=C2C(=O)C(C)(OC(=O)c2ccco2)C1=O (stereo not drawn)	nt	-4%[9.22 µM]	2%[17.4 µM]	nt	-2%[13.1 µM]	0%[10 µM]	nt
CC(C)CN1C(=O)NC(NS(=O)(=O)c2ccc(N)cc2)(C(F)(F)F)C1=O (stereo not drawn)	13%	3%	2%	1%	-6%	8%[10 µM]	8%
O=c1[nH]c(CN2CCN(Cc3ccc4c(c3)OCO4)CC2)nc2sc3c(c12)CCC3	-5%	13%	2%	3%	5%	-4%	7%
COc1ccc(-c2c3c(nc4sc5c(Cl)nc(C)nc5c24)CCC3)cc1	14%[9.22 µM]	0%	7%	1%	7%	-11%	-3%
Cc1cc(Oc2ccc(Br)cc2)nc(SCC(=O)c2ccccc2)n1	1%	-19%	3%	1%	16%	-2%[1.9 µM]	-13%
Cc1ccc(-c2nnn(CC(=O)N(CCO)C(C(=O)NC(C)(C)C)c3ccncc3)n2)cc1 (stereo not drawn)	-3%	0%	0%	1%	-14%	-3%	3%
CCc1ccc(-c2nc(CN3CCC(C(=O)NCc4ccccc4OC)CC3)c(C)o2)cc1	?	?	-7%	-9%	7%	-97%[inhibitor]	-7%
N#Cc1cnn(-c2ccccc2)c1NC(=O)CN1CCOCC1	5%[9.22 µM]	nt	-1%	nt	3%	-7%[10 µM]	1%
CC(=O)c1c(NCCc2ccccc2)cc(C)oc1=O	16%	-9%	5%	5%	1%	-13%[10 µM]	2%
Cc1ccc(C(=O)NC(C)CCc2ccccc2)cc1[N+](=O)[O-] (stereo not drawn)	1%	15%	-19%	-10%	5%	-4%	-10%
Cc1ccc(C(c2nnnn2CS(=O)(=O)c2ccc(C)cc2)N2CCCC2)cc1 (stereo not drawn)	-1%[9.22 µM]	?	4%	-10%	5%	15%[10 µM]	-1%
CCn1ccnc1CN1CCC(CO)(CCOc2ccccc2)CC1	12%[9.22 µM]	nt	-6%	nt	5%	8%[10 µM]	11%

# (listing goes on)
Structure	HTT aggregate	LMNA splice mod	aGlu spleen mod	GAA inh	CBFb RUNX1 block	HTT cytoprotect	GAA glycogen mod
CC(=O)OCC(=O)Nc1ccccc1C	-12%	nt	-1%	0%	2%	-33%[inhibitor]	-2%
Nc1nc(SCc2nc3scc(-c4ccccc4)c3c(=O)[nH]2)n[nH]1	-19%	18%	-3%	-4%	0%	13%	-2%
O=[N+]([O-])c1ccc(NCCCO)c(C(F)(F)F)c1	-6%	6%	-13%	-12%	-19%	10%[10 µM]	-7%
CC(=O)c1ncnn1CC(=O)c1ccc(Cl)cc1Cl	-17%	-1%	-2%	-21%	1%	-22%	-4%
COC(CNC(=O)CC1C(=O)N(Cc2ccccc2)C(C)c2nc3ccccc3n21)OC (stereo not drawn)	-15%	nt	-3%	-1%	-4%	17%	-7%
CC(C)n1cc(C(=O)c2cc(Br)ccc2O)cc(C#N)c1=O	?	?	5%	2%	0%	-18%	-15%
CC(=O)Nc1ccc(S(=O)(=O)NCCc2ccccn2)cc1	29%	nt	-2%	5%	6%	nt	26%
Cc1ccccc1-c1nc(CN2CCCC(C(=O)NCc3cccnc3)C2)c(C)o1 (stereo not drawn)	-3%	1%	3%	6%	1%	-26%	-4%
CC(=O)Cc1nsc(NC(=O)c2ccc(-c3ccc(Cl)cc3Cl)o2)n1	3%	-18%	-4%	-15%	-6%	-14%	13%
Cc1nn(C)cc1C(=O)NNC(=S)Nc1ccccc1	28%	-3%	5%	-2%	0%	-6%	?
CCN(CC)S(=O)(=O)c1cccc(NC(=S)NC(=O)/C=C/c2ccc(S(=O)(=O)N3CCOCC3)cc2)c1	?	?	-6%	-3%	-15%	8%[10 µM]	7%
COc1ccc(-n2c(SCC(=O)N3CCCC3)nc3ccccc3c2=O)cc1	-15%[9.22 µM]	nt	0%	?	1%	-21%[10 µM]	5%
Cc1c(O)ccc(-c2n[nH]c(C(=O)O)c2-c2nc3ccccc3s2)c1O	-1%[9.22 µM]	nt	1%	nt	4%	-8%[10 µM]	-16%
CCC(C)(C)n1nnnc1C(c1ccc(C)cc1)N1CCN(Cc2ccc3c(c2)OCO3)CC1 (stereo not drawn)	2%	-3%	-2%	0%	1%	21%[10 µM]	6%
O=S(=O)(c1cccc2nsnc12)N1CCCC1	-26%	?	5%	-9%[15.4 µM]	3%	-8%[0.074 µM]	1%

# Single values from above:
# For HTT cytoprotect, Cc1nn(C)cc1C(=O)NNC(=S)Nc1ccccc1 is listed with -6%
# For GAA inh, CC(C)n1cc(C(=O)c2cc(Br)ccc2O)cc(C#N)c1=O is listed with 2%

# In a second layout: entries from further up
# The line under a structure holds: HTT aggregate, LMNA splice mod, aGlu spleen mod, GAA inh, CBFb RUNX1 block, HTT cytoprotect, GAA glycogen mod
- CC(C)n1cc(C(=O)c2cc(Br)ccc2O)cc(C#N)c1=O
→ ?, ?, 5%, 2%, 0%, -18%, -15%
- CCC(C)(C)n1nnnc1C(c1ccc(C)cc1)N1CCN(Cc2ccc3c(c2)OCO3)CC1 (stereo not drawn)
→ 2%, -3%, -2%, 0%, 1%, 21%[10 µM], 6%
